Assay outcomes: PubChem, National Center for Advancing Translational Sciences (NCATS)
SW480 rereplic = DNA re-replication induction in SW480 cells; SW480 DNA re-replication, Hoechst DNA content imaging, 48 h; Potency, µM (doses to about 46.1 µM), for the others: top-dose re-replication activation, hits mostly activators; 340,000 compounds, 1.8% hits; also: potency is read from the fitted curve at half-maximal effect; % of control where 0% means no effect; nearly all actives have a fitted effect of over 55% in size
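Treated cells incubate 48 hr (37 C, 5% CO2), are stained 40 min with Hoechst, and nuclear fluorescence is enumerated; a rise in nuclei with high DNA signal marks re-replication.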
HT1080NT lethal = kills 2HG-producing HT-1080-NT fibrosarcoma cells | 360,000 compounds, 1.6% hits | Potency, µM (titrated, usually from 46.1 µM), for inactives: at the highest dose activity, negative = less viability, hits mostly cytotoxic | HT-1080-NT fibrosarcoma viability, CellTiter-Glo ATP luminescence, 48 h;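 also: NT is the 2HG producing partner of a matched IDH1 knockdown line; potency is read from the fitted curve at half-maximal effect; 0% = DMSO-treated cells and -100% = media-only wells without cells; nearly all actives have a fitted effect of over 55% in size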
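Toxicity toward the 2HG-producing NT line was scored as %Activity, normalised to DMSO and no-cell wells, from CellTiter-Glo luminescence after 48 hours' treatment.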
KB-3-1 tox = KB-3-1 parental cell cytotoxicity. Potency, µM (series often up to 46.1 µM), inactives show at the top dose activity change, negative = cytotoxic, actives largely listed as cytotoxic. KB-3-1 viability, CellTiter-Glo ATP luminescence, 72 h. 400,000 compounds, 1.4% hits; also: potency is read from the fitted curve at half-maximal effect; % is scaled to controls: 0 for no effect and ±100 for the full control effect; nearly all actives have a fitted effect of over 60% in size
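72 h, 37 °C compound treatment of KB-3-1 parental cells; CellTiter-Glo added, 10 min, luminescence read. Data corrected against DMSO-only plates and normalized before curve fitting.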
HEK293 tox = cytotoxicity in counter-screen for GLP-1R inverse agonists. Potency, µM (titrated, usually from 38.3 µM), without a hit: top-dose activity change, negative = inhibition, actives largely listed as inhibitors. 410,000 compounds, 0.13% hits. AID 624418. HEK293 cAMP-luciferase reporter cells, luminescence, 24 h;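 also: loss of luciferase light is scored as toxicity; potency is read from the fitted curve at half-maximal effect; % is scaled to controls: 0 for no effect and ±100 for the full control effect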
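1536-well qHTS counterscreen of the MLSMR; 200 cells/uL, 12 h pre-incubation, 23 nL cpd, 24 h at 37 deg C 5% CO2, luciferase detection reagent, 12 min RT, luminescence. Inhibition = undesired.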
DRD3 agonist = D3 dopamine receptor (human) agonism; P35462; D3R DiscoveRx beta-arrestin cells, luminescence, 90 min; max activation, %; 410,000 compounds, 0.58% hits; AID 652048; in the data active = max activation above about 30%; also: 0% is about no effect; mostly tested at two doses, the higher about 12 µM
Target sequence (P35462 whole entry, looked up): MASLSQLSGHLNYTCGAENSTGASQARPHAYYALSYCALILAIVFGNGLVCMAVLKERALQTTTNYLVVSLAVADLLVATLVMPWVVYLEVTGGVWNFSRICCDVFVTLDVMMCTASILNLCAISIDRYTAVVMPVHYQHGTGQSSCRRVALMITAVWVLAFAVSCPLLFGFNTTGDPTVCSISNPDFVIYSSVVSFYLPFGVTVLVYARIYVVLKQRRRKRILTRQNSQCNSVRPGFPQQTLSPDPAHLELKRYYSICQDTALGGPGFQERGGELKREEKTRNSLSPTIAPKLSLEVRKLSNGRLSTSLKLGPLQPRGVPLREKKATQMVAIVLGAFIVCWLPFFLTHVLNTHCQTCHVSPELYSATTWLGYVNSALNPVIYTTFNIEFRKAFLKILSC
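Cells at 1500/well, incubated overnight, then treated with pinned compounds (dopamine as control) for 90 min at 37 degrees C. DiscoveRx reagent added for 30 - 60 minutes at room temperature; luminescence read.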
KB-V1 MDR tox = KB-V1 MDR subline cytotoxicity. KB-V1 MDR cells viability, CellTiter-Glo, 72 h. Potency, µM (series often up to 46.1 µM), inactives show at the top dose activity change, negative = cytotoxicity, actives largely listed as cytotoxic. 400,000 compounds, 3.4% hits. AID 1347076; also: potency is read from the fitted curve at half-maximal effect; % is scaled to controls: 0 for no effect and ±100 for the full control effect; nearly all actives have a fitted effect of over 60% in size
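Cells of the MDR subline KB-V1 are plated, dosed with compound at multiple concentrations, and incubated 72 h at 37 degrees C; CellTiter-Glo is then added and luminescence read after 10 min.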
MCF10A rerep = induces DNA re-replication in MCF 10a normal breast cells; 350,000 compounds, 2.9% hits; Potency, µM (doses to about 46.1 µM), for inactives: at the highest dose activity, positive = re-replication, hits mostly activators; MCF 10A DNA re-replication, Hoechst nuclear intensity, 48 h; AID 624296; also: potency is read from the fitted curve at half-maximal effect; % of control where 0% means no effect; nearly all actives have a fitted effect of over 50% in size
IL1B secr inh = blocks inflammasome-driven IL-1 beta release; THP-1 LPS/ATP IL-1B secretion, AlphaLISA, 16 h; stronger effect = lower value; activity change, % at 57.5 µM; 360,000 compounds, 4.7% hits; AID 743279; in the data active = activity change below about -50%; inconclusive = mostly about -30% to -49%; also: % is scaled to controls: 0 for no effect and ±100 for the full control effect
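THP-1 cells pretreated 1 hr with compounds (up to 57.5 uM final), then stimulated with LPS (250 ng/mL final) plus ATP (1.25 mM final); secreted IL-1B measured by AlphaLISA after 16 hr, decreased signal indicating inhibition.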
HT1080 IDH1KD tx = kills HT-1080 cells with IDH1 knockdown; HT-1080 IDH1 knockdown viability, ATP luminescence, 48 h; Potency, µM (top dose mostly 46.1 µM), for the others: at the highest dose activity, negative = toxicity, usual class: cytotoxic; 360,000 compounds, 2% hits;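 also: potency is read from the fitted curve at half-maximal effect; 0% = DMSO wells and -100% = cell-free medium wells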
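In this qHTS, HT-1080 cells depleted of IDH1 are exposed for 48 h at 37 °C to compound titrations. Toxicity is scored from CellTiter-Glo luminescence, with DMSO as full viability and medium alone as none.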
Active calls of the source: *; i = inactive; ? = inconclusive; . = not tested or not shown; & = joins results of further samples; ! = not confirmed by another sample; [ ] = remark or other dose. Unless noted, calls follow the shape of the dose curve; as a rule, active = well fitted curve in the direction sought with a large enough effect; inconclusive = small, poorly fitted or top-dose-only effect, or another doubt; inactive = no such curve, though single readings can be large; an effect the other way counts as inactive or inconclusive. Compounds as they come. About 11% of those tested had a hit in this group.

SMILES,SW480 rereplic,HT1080NT lethal,KB-3-1 tox,HEK293 tox,DRD3 agonist,KB-V1 MDR tox,MCF10A rerep,IL1B secr inh,HT1080 IDH1KD tx
Cc1cc(C(=O)COC(=O)c2ccc(Br)o2)c(C)n1C,-3%,28%,-1%,20%,-2,7%,-3%,5,22%
CCNc1nc(N)nc(Oc2ccc(C(=O)OC)cc2)n1,-7%,-4%,13%,-8%,7,20%,3%,-10,-2%
CC(=O)N(C)c1ccc(NC(=O)Cc2cccc3ccccc23)cc1,-56%[inhibitor],5%,-1%,-15%,12,-2%,7%,-19,6%
Cc1ccc(-c2nnn(CC(=O)N(CCN3CCOCC3)C(C(=O)NC(C)(C)C)c3ccco3)n2)cc1 (stereo not drawn),4%,-1%,?,5%,7,0%,13%,-6,0%
CN(c1ccccc1)S(=O)(=O)c1ccc(C(=O)N2CCN(c3ccccc3)CC2)cc1,.,0%,3%,4%,-1,23%,.,7,3%
CCS(=O)(=O)c1nc(S(=O)(=O)c2ccc(C)cc2)c(NC)s1,.,.,0%,3%,-4,1%,.,.,.
C/C(=N\N1CCN(Cc2ccc(C)cc2)CC1)c1ccco1,-39%[inhibitor],-2%,1%,26%,-11,-3%,-5%,8,0%
O=C(CCC(=O)OCC(=O)c1ccc(Br)cc1)NC1CCCCC1,-1%,15%,0%,-11%,-2,19%,0%,7,16%
COc1ccc(C(=O)N2CCNC(=O)C2CC(=O)Nc2cccc(Cl)c2Cl)cc1 (stereo not drawn),2%,0%,9%,-7%,2,-15%,-1%,-21,-11%
O=C(c1cn(-c2ccccc2)nc1-c1cccnc1)N1CCN(S(=O)(=O)c2ccccc2F)CC1,24%,-3%,-3%,7%,3,1%,8%,-12,-1%
CN(Cc1cccc(F)c1)C(=O)C1CC(=O)N(Cc2ccco2)C1 (stereo not drawn),.,0%,25%,5%,-12,1%,.,15,2%
O=C(Nc1ccccc1)c1cccnc1N1CCOCC1,0%,?,?,6%,-3,-22%,4%,9,3%
CCn1ccc2cc(S(=O)(=O)N3CCCN(C(=O)NCC(C)C)CC3)ccc21,.,.,?,6%,2,?,.,.,.
CC(=O)Nc1ccc(S(=O)(=O)NNC(=O)CCc2ccccc2)cc1,-24%,11%,15%,-1%,0,22%,11%,19,-5%
OC(Cn1cncn1)c1ccc(Cl)cc1Cl (stereo not drawn),-4%,7%,-18%,-8%,-4,?,3%,5,-7%[9.24 µM]
CCCC1(C(=O)OCC)NC(c2ccc(N(C)C)cc2)C2C(=O)N(c3ccccc3)C(=O)C21 (stereo not drawn),3%,7%,-1%,-11%,2,-19%,0%,0,7%
CCC(=O)Nc1c(C(=O)N2CCN(c3ccccn3)CC2)cnn1-c1ccc(Cl)cc1,0%,6%,13%,-8%,8,11%,10%,-4,-1%
Cc1ccc(C)n1-c1ccsc1C(=O)CC#N,-10%,0%,-1%,6%,-2,-2%,-35%[inhibitor],30,-3%
O=C(NCCCNCCCNC(=O)c1ccccn1)c1ccccn1,-7%,16%,5%,-2%,2,9%,-13%,8,16%
CC1=C(C(=O)OC(C)C)C2(O)C(=O)c3ccccc3C2(O)N1 (stereo not drawn),12%,-4%,24%,58%[activator],-5,28%,12%,-13,-1%
CCCOc1ccc(/C=C/C(=O)Nc2sc3c(c2C(=O)OCC)CCC(C)C3)cc1OC (stereo not drawn),.,.,-4%,40%,-7,20%,.,.,.
COc1cccc2c1CCC(NC(C)=O)C2=O (stereo not drawn),-2%,14%,21%,3%,5,1%,-5%,3,12%
COc1cc2ncc(S(=O)(=O)c3ccccc3)c(N3CCC4(CC3)OCCO4)c2cc1OC,-11%,-15%,?,1%,12,?,2%,?,-17%
COC(=O)C1=C(\O)CCCC/C=C\1C(=O)O,1%,-4%,0%,8%,7,-1%,2%,8,1%
Cc1c(C(=O)OC(C)CCN(C)C)oc2ccccc12 (stereo not drawn),-8%,0%,-16%,-28%,2,-38%,6%,8,1%
CN(C)S(=O)(=O)c1ccc2c(c1)Cc1cc(S(=O)(=O)N(C)C)ccc1-2,4%,?,-3%,0%,4,3%,-3%,-2,1%
COc1ccccc1N(C(=O)CNS(=O)(=O)c1ccccc1)C(C(=O)NCc1ccco1)C(C)C (stereo not drawn),-3%,0%,11%,1%,7,15%,-2%,0,2%
O=C(COc1ccc2c3c(c(=O)oc2c1)CCC3)N1CCCC1,-2%,17%,16%,-1%,1,-26%,0%,-4,10%
O=C(CCN1C(=O)c2ccncc2C1=O)NCc1ccc(Cl)cc1,0%,16%,-5%,-20%,3,33%,0%,10,7%
O=c1ccc(-c2ccccc2)nn1Cc1c(F)cccc1Cl,.,.,0%,-5%,6,-1%,.,.,.
Nc1ccccc1Oc1c(F)c(F)c(Oc2ccccc2N)c(F)c1F,15%,-5%,-21%,-3%[7.66 µM],3,27%,21%,?,?
COc1nc(Cc2ccc(Cl)cc2)nc2ccccc12,2%,-7%,-10%,0%,6,-13%,0%,-22,-9%
COc1ccc(OC)c(NC(=O)CCN2CCCC(C)C2)c1 (stereo not drawn),-6%,-8%,15%,-2%,-22,8%,-15%,19,-6%
O=C(Nc1ccc(OC(F)(F)F)cc1)c1nc2ccccc2nc1N1CCCCC1,.,.,4%,10%,7,22%,.,.,.
O=c1cc2nc(-c3ccccc3)nc(SCCOc3ccc(Cl)cc3)n2[nH]1,.,.,-18%,3%,-8,?,.,.,.
Cc1nnc(NC(=O)c2cccc(Br)c2)s1,-8%,16%,19%,5%,3,-4%,2%,-20,18%[9.24 µM]
COc1ccc(Cc2nc3c4c(ncn3n2)Oc2ccc3ccccc3c2C4c2ccc(OC)c(OC)c2)cc1 (stereo not drawn),-45%[inhibitor],2%,1%,4%,-7,?,0%,0,7%
CC(=O)Nc1ccc(OCCOc2ccc(/C=C3\C(=N)N4N=C(C)SC4=NC3=O)cc2)cc1,-12%,11%,-2%,1%,-5,-3%,3%,-1,2%
COC(=O)Cn1c(C)nc2ccccc21,-11%,4%,2%,3%,4,4%,1%,4,2%
Cc1cccc(C(=O)Oc2ccc(/C=N/NC(=O)c3cc(O)cc(O)c3)cc2)c1,-30%[inhibitor],-29%,-7%,-12%,0,-2%,-5%,i,?
COCc1c(C(=O)NC2CCCCCC2)oc2ccccc12,-30%[1.84 µM],4%,-13%,2%,5,-34%,4%,-26,4%
Cc1cc(C)cc(C(=O)N2CCN=C2c2ccccc2)c1,14%,12%,-2%,2%,1,-11%,0%,-9,1%
Cc1ccc(C2=NN(C(=O)c3ccccc3F)C(c3ccccc3F)C2)cc1 (stereo not drawn),?,13µM*,?,?,7,?,?,-16,13µM*
Cc1ccc(NC(=S)NC2CCSc3ccccc32)cc1 (stereo not drawn),29%,?,-2%,?,-7,-24%,?,?,-28%
CC1Cc2ccccc2N1S(=O)(=O)c1cccc(C(=O)NCc2ccco2)c1 (stereo not drawn),13%,-7%,-2%,-2%,-6,-29%,8%,-1,-1%
COc1ccc2c(c1)C(c1cccs1)=NNC(c1cccnc1)=N2,3%,-4%,-4%,4%,-8,-13%,-7%,-23,0%
CCOP(=O)(OCC)C(C)(C)NC(=O)c1cc([N+](=O)[O-])cc([N+](=O)[O-])c1,4%,-2%,0%,-3%,2,3%,-2%,?,0%
O=C(NCCc1ccc(Cl)cc1)c1cccc(NC2=NC3CS(=O)(=O)CC3S2)c1 (stereo not drawn),-7%,14%,3%,-1%,13,0%,16%,-5,9%
CN1CCC(=NNC(=O)c2ccco2)CC1,-3%,17%,5%,-4%,-14,19%,-6%,-1,12%
Cc1ccc(CN(C)C(=O)C2CCN(C(=O)Nc3ccccc3)CC2)o1,-156%[inhibitor],2%,5%,-2%,7,1%,8%,10,6%

Other results
SMILES,SW480 rereplic,HT1080NT lethal,KB-3-1 tox,HEK293 tox,DRD3 agonist,KB-V1 MDR tox,MCF10A rerep,IL1B secr inh,HT1080 IDH1KD tx
Cc1cc(=O)oc(C)c1C(=O)OCC(=O)c1ccc(Cl)c(Cl)c1,-5%,1%,0%,-11%,-4,12%,?,7,3%
CC(C)CCn1c(CN(C)Cc2ccccc2)nc2c1c(=O)n(C)c(=O)n2C,-1%,8%,?,-21%,0,9.2µM*,14%,9,-4%
Cc1nc(Nc2ccc3c(c2)OCO3)c2oc3ccccc3c2n1,5%,-14%,-27%,?,-3,-17%,11%,?,-20%
C=C1C(=O)[C@]23C[C@H]1CCC2[C@@]1(C)C(C[C@@H]3O)[C@](C)(C(=O)OC)CC[C@@H]1O (stereo partly drawn),.,2.3µM*,13µM*,?,-12,0%,.,-111*,2.3µM*
CCCCNc1c(-c2ccc(OC)c(SC(C)CC)c2)nc2ccc(C)cn12 (stereo not drawn),13%[9.22 µM],21µM*,?,-36%&-22%,13&9,18µM*!,?,-100*!,?
Cc1ccc(-n2ncc3c(N4CCN(Cc5ccccc5)CC4)ncnc32)cc1,.,.,-15%,-4%,6,0%,.,.,.
CC(C)CCNC(=O)c1cc(-c2ccc(Br)s2)nc2ccccc12,.,.,1%,-9%,2,-21%,.,.,.
N#Cc1sc(=O)[nH]c1Cl,?,17%,0%,3%,4,-10%,-71%[inhibitor],5,12%
